PTHR1 agonist = activates the human parathyroid hormone receptor PTHR1. Q03431. HEK293 GP2 PTHR1 cells, GloSensor cAMP luminescence, 1 h. Potency, µM (series often up to 115 µM), for inactives: top-dose activation, actives largely listed as activators. actives 0.075% (n = 410,000). AID 743266; further: potency means the concentration at half of the fitted maximal effect; nearly all actives have a fitted effect of over 55% in size; some results filed as inactive show a strong effect at the top dose; inactives centre near -15; many of its hits are not listed in these tables
Target sequence (Q03431 whole entry, looked up): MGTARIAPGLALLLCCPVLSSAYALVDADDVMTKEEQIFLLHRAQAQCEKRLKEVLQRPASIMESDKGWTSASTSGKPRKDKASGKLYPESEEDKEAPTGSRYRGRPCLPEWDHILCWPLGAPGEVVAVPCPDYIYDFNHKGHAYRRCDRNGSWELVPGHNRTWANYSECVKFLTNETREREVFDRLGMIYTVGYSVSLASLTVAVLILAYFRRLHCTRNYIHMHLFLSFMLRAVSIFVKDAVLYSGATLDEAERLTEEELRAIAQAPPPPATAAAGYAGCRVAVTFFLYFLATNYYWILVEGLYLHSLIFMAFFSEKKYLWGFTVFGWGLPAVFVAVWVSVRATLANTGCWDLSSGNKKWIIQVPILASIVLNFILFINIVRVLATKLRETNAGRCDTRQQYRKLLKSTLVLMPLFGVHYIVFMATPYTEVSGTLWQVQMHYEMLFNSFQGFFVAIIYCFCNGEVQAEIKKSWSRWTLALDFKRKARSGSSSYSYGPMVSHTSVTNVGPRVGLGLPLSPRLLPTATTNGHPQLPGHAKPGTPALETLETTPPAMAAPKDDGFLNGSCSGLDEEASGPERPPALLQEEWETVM
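HEK-293-derived GP2 cells expressing PTHR1 and a GloSensor cAMP reporter, 3,000/well, plated overnight, given luciferin plus IBMX (each 0.5 mM as added) for 1 h at 37 °C, then compound for 1 h at 37 °C. Luminescence was read after 15 min at room temperature.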
aSyn rescue = inhibitors of alpha-synuclein toxicity in yeast; Potency, µM (top dose mostly 46.1 µM), inactives show at the highest dose growth rescue (activation), usual class: activators; Yeast expressing alpha-synuclein, growth rescue, BacTiter-Glo, 24 h; AID 652106; actives 0.14% (n = 370,000); further: potency means the concentration at half of the fitted maximal effect; % of control where 0% means no effect; nearly all actives have a fitted effect of over 65% in size
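Readout is rescue of growth in alpha-synuclein-expressing yeast, so inhibitors of toxicity appear as activators. Growth after 24 hr at 30 deg C in galactose medium is quantified by luminescence.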
pAkt inh = blocks phosphorylation of Akt; actives 0.32% (n = 360,000); Neuro2A IGF-stimulated pAkt S473 HTRF, 20 min; hits give low values; AID 651550; activity change, % for hits at 50 µM; in the data active means activity change below about -80%; inconclusive means mostly about -51% to -80%; further: on the % scale 0 is the no-effect control and ±100 the full control effect
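Neuro2A cells (4,500/well, DMEM with 0.5% FBS) were treated with compound at a single 50 µM final concentration, stimulated with 6 nM IGF for 20 min at 37 °C, and lysed. Phospho-Akt Ser473 was read by HTRF as 665/615 ratio ×10^4.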
D3 antag = antagonists of human D3 dopamine receptor; D3R cells, DiscoveRx beta-arrestin luminescence, antagonist mode; hits give low values; AID 652054; P35462; max response, negative = inhibition, %; actives 2.5% (n = 360,000); in the data active means max response below about -50%; inconclusive means no clear call, values can overlap the other calls; further: on the % scale 0 is the no-effect control and ±100 the full control effect; mostly tested at two doses, the higher about 12 µM
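Cells expressing the human receptor were seeded at 1500 cells/well, incubated overnight at 37 degrees C in 5% CO2, then exposed to library compounds with dopamine controls for 90 minutes at 37 degrees C before luminescent detection.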
TDP43 rescue = TDP-43 toxicity inhibition in yeast; actives 1.8% (n = 410,000); AID 652104; TDP-43 expressing yeast growth rescue, BacTiter-Glo, 24 h; Potency, µM (doses to about 46.1 µM), for inactives: at the highest dose growth rescue (activation), actives largely listed as activators; further: potency means the concentration at half of the fitted maximal effect; % of control where 0% means no effect; nearly all actives have a fitted effect of over 50% in size
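Readout is BacTiter-Glo luminescence of cell growth, so inhibitors register as activators. TDP-43-expressing yeast at OD600=0.02 in galactose medium, after raffinose pregrowth to mid-log, were incubated with compound for 24 hr at 30 deg C.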
GLP-1R agonist = agonists of human GLP-1 receptor | P43220 | HEK293 GLP-1R CRE-luciferase, luminescence, 4-6 h; cells express a hypersensitive GLP-1R form | Potency, µM (doses to about 45.6 µM), inactives show at the highest dose activation, actives largely listed as activators | actives 0.007% (n = 380,000); further: potency means the concentration at half of the fitted maximal effect; % of control where 0% means no effect
Target sequence (P43220 whole entry, looked up): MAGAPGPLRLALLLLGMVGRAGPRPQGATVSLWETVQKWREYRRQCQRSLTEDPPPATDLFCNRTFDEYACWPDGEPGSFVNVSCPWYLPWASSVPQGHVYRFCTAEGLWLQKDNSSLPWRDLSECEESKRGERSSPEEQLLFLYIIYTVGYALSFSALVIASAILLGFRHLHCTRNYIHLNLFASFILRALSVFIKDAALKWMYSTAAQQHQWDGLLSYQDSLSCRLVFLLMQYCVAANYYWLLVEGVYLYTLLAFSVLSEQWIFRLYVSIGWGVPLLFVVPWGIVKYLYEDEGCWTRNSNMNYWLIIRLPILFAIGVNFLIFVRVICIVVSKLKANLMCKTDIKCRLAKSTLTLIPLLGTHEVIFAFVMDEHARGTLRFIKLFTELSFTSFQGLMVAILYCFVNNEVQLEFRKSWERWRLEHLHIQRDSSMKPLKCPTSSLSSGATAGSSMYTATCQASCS
FUS suppressor = suppressors of FUS proteinopathy in yeast. actives 0.24% (n = 390,000). Potency, µM (highest dose often 76.6 µM), for inactives: at the top dose growth rescue (activation), hits mostly activators. S. cerevisiae FUS-expressing, growth rescue, OD600, 24 h;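 further: potency means the concentration at half of the fitted maximal effect; plate controls were DMSO vehicle for no effect and reference control for full effect; nearly all actives have a fitted effect of over 55% in size; some results filed as inactive show a strong effect at the top dose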
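S. cerevisiae expressing FUS from galactose induction served as the toxicity model. Growth after 24hr at 30C, read as absorbance at 600 nm, indicates suppression of toxicity; compounds dosed at several concentrations.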
GLP-1R inv ag = acts as inverse agonist at human GLP-1 receptor. actives 1.6% (n = 410,000). Potency, µM (top dose mostly 38.3 µM), for inactives: at the highest dose activity change, negative = inhibition, hits mostly inhibitors. P43220. HEK293 GLP-1R CRE-luciferase, luminescence, 24 h; GLP-1R form is constitutively active; further: potency means the concentration at half of the fitted maximal effect; on the % scale 0 is the no-effect control and ±100 the full control effect; nearly all actives have a fitted effect of over 55% in size
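Cells are plated, allowed 12 hours at 37 deg C, then treated with compounds for 24 hr before luciferase detection reagent is added and luminescence is read after 12 min at room temperature. The HEK293 line carries constitutively active GLP-1R with a cAMP-responsive reporter.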
Abeta yeast res = restores growth of yeast expressing A-beta42 peptide | actives 0.063% (n = 410,000) | yeast expressing A-beta42, growth rescue, OD600, 48 h; response scale: 0% DMSO, 100% iron-clioquinol control | Potency, µM (titrated, usually from 46.1 µM), for inactives: at the top dose growth rescue, most hits filed as activators; further: potency means the concentration at half of the fitted maximal effect; nearly all actives have a fitted effect of over 55% in size
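Growth rescue measured by 600 nm absorbance after 48 h yeast culture at 30 C with compound. Values normalized between DMSO and an equimolar ferric chloride plus clioquinol control.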
Active calls of the source: *; i = inactive; ? = inconclusive; / = not tested or not shown; & = joins results of further samples; [ ] = dose if it differs, or a comment. Unless noted, the call rests on the fitted dose curve; in most records, active means well fitted curve in the direction sought with a large enough effect; inconclusive means small, poorly fitted or top-dose-only effect, or another doubt; inactive means no such curve, though single readings can be large; an effect the other way counts as inactive or inconclusive. A portion of the library; the hit share may differ from the screen's.

SMILES	PTHR1 agonist	aSyn rescue	pAkt inh	D3 antag	TDP43 rescue	GLP-1R agonist	FUS suppressor	GLP-1R inv ag	Abeta yeast res
O=C(NCc1ccccc1Cl)c1nnc(Cc2cccc(F)c2)o1	-9%	/	/	/	27%	/	1%	0%	-11%
Cc1ccc2nc(C)cc(C(=O)OCC(=O)Nc3c(C)n(C)n(-c4ccccc4)c3=O)c2c1	i	-3%	i	12	28%	2%	-2%	0%	9%
N/C(=N\OS(=O)(=O)c1ccccc1)c1ccncc1	i	-11%	i	17	?	-8%	0%	5%	1%
Cc1[nH]c2ccc(OCc3ccccc3)cc2c1CCN1C(=O)OC(C)(C)C1(C)O (configuration not stated)	-14%	3%	i	-15	0%	2%	24%	-43%	-24%
CCN(CC)CCCNC(=O)c1nn(C)c2c1CSc1ccccc1-2	-36%[inhibitor]	/	/	/	10%	/	11%	5%	1%
Cc1ccc(S(=O)(=O)NOCc2ccccc2)cc1	-21%	18µM*	i	-6	-16%	9%	-19%	-14%	2%
NC(=O)C[n+]1cccc(C(N)=O)c1	i	-5%	i	-14	-24%	1%	8%	10%	-15%
CC/C(=N/Nc1ccccc1Cl)c1cnnc(-c2ccccc2)n1	i	-3%	i	-3	-13%	-3%	12%	2%	-3%
O=C(NCCN1CCN(Cc2ccccc2)CC1)C1CC(=O)N(C2CCCC2)C1 (configuration not stated)	i	-3%	i	-8	-16%	-2%	4%	-5%	-3%
COc1cc(OC)c(CNC2CCCCCC2)cc1Br	i	2%	i	-62*	1%	0%	-5%	-24%	-6%
CCOC(=O)C1CCCN(c2c(N3CCN(C4CCCCC4)CC3)c(=O)c2=O)C1 (configuration not stated)	-19%	0%	i	-4	14%	1%	-17%	2%	3%
O=C(NS(=O)(=O)c1ccc(NC(=O)C2CCCO2)cc1)c1ccccc1 (configuration not stated)	2%	0%	i	7	0%	7%	21%	8%	10%
CCC(C(=O)Nc1nc(C)c(C(=O)OC)s1)c1ccccc1 (configuration not stated)	-10%	7%	i	1	16%	-1%	6%	-14%	?
Cc1ccc(C)c(S(=O)(=O)N2CCN(CC(=O)Nc3ccc4c(c3)CCC4)CC2)c1	-25%	16%	i	57	?	3%	/	-4%	6%
CCCCN(C(=O)CSc1nnnn1C)c1c(N)n(Cc2ccccc2)c(=O)[nH]c1=O	i	-1%	i	12	14%	3%	7%	4%	0%
COc1ccc(-c2nc(CS(=O)CC(=O)NCCN3CCCCCC3)c(C)o2)cc1OC (configuration not stated)	24%	2%	i	7	-9%	2%	-13%	2%	-3%
O=C1/C(=C/c2ccco2)N=C(N2CCCCC2)N1c1ccccc1	i	-10%	i	6	-14%	-2%	?	?	0%
O=C(Cn1nc(-c2cccc([N+](=O)[O-])c2)c2ccccc2c1=O)NCC1CCCO1 (configuration not stated)	-18%	8%	i	-11	-6%	16%	18%	36%[activator]	-18%
Cc1ccc(-n2nc3c(=O)n(CC(=O)NCCCc4ccccc4)nc(C)c3c2C)cc1	i	2%	i	2	12%	2%	27%	?	-3%
CCN(CC)C(=O)Cn1nc(C)c2ccccc2c1=O	-15%[57.5 µM]	-11%	i	?	8%	-1%	41%	10%	-4%

Next section; it opens with the 3 that closed the last part.
SMILES	PTHR1 agonist	aSyn rescue	pAkt inh	D3 antag	TDP43 rescue	GLP-1R agonist	FUS suppressor	GLP-1R inv ag	Abeta yeast res
O=C(Cn1nc(-c2cccc([N+](=O)[O-])c2)c2ccccc2c1=O)NCC1CCCO1 (configuration not stated)	-18%	8%	i	-11	-6%	16%	18%	36%[activator]	-18%
Cc1ccc(-n2nc3c(=O)n(CC(=O)NCCCc4ccccc4)nc(C)c3c2C)cc1	i	2%	i	2	12%	2%	27%	?	-3%
CCN(CC)C(=O)Cn1nc(C)c2ccccc2c1=O	-15%[57.5 µM]	-11%	i	?	8%	-1%	41%	10%	-4%
CCOC(=O)c1ccc(N2CCOCC2)c(NC(=O)c2nccnc2C(=O)O)c1	i	-3%	i	-8	-8%	-3%	11%	0%	-3%
COc1cc(C(CC(=O)NCCC(C)C)N2Cc3ccccc3C2=O)cc(OC)c1OC (configuration not stated)	i	-3%	/	/	9%	-3%	15%	5%	-9%
C/C(=N\Nc1nccnc1Cl)c1c(F)c(F)c(F)c(F)c1F	i	-4%	i	-21	-11%	8%	-15%	0%	-30%
COC(=O)Cn1c(CCS(=O)(=O)c2ccc(C)cc2)nc2ccccc21	i	5%&-3%	i	-101*	-24%	0%	-6%	-10%	23%
CCC(CC)C(=O)Nc1nnc(-c2cccs2)s1	-18%	5%	i	16	3%	0%	5%	-22%	13%
COc1cc(/C=C/C(=O)c2ccc(C)cc2)ccc1OCC#N	-39%[inhibitor]	0%	i	-19	20µM*	-22%	/	?	6%
COC(=O)c1c(-n2cnnn2)sc(C)c1C	-81%[inhibitor]	0%	i	18	-4%	9%	-5%	-3%	1%
Cc1ccc(Cl)c(NC(=O)CN(C)CC(=O)Nc2ccc(F)c(F)c2F)c1Cl	-29%	1%	i	12	0%[9.22 µM]	12%	-2%	?	4%
CCC1CCCCN1C(=O)COC(=O)c1cc(C)nc2ccccc12 (configuration not stated)	-19%	4%	i	-7	5%	2%	2%	-27%	6%
CCOc1ccccc1NC(=O)c1c(NC(=O)c2cccc(C)c2)sc2c1CCC2	i	/	/	/	15%	/	9%	11%	8%
O=C1C(=O)N(Cc2cccnc2)C(c2cccc(Br)c2)/C1=C(/O)c1ccc2c(c1)OCO2 (configuration not stated)	-22%	-14%	i	-19	1%	2%	20%	7%	4%
CCC(=O)NC(=S)Nc1ccc(NC(=O)c2ccccc2[N+](=O)[O-])cc1	i	-4%	i	-12	20%	5%	/	-6%	7%
CCOC(=O)c1c(C)oc2nc(C)nc(N3CCN(c4cccc(C)c4C)CC3)c12	?	/	/	/	4%	/	-21%	10%	-20%
CCCCC1C(=O)CC[C@H]2[C@@H]1CC(=O)[C@@H]2C/C=C\CCCC(=O)O (some centres not stated)	i	19%	i	-9	28%	16%	-3%	6%	-7%
Cc1ccc(-c2nc(-c3cccs3)c(-c3cccs3)[nH]2)cc1	-34%[inhibitor]	/	/	/	15%	/	8%	?	4%
COc1ccccc1CN1CCN(C2CCN(C(=O)Nc3ccccc3)CC2)C(=O)C1=O	i	/	/	/	14%	/	-9%	1%	3%
O=C(Cn1nnc(-c2ccccc2-n2cnnn2)n1)NCc1ccccc1	?	1%	i	-109*	0%	4%	-34%	1%	-12%
CCOc1ccc(NC(=O)CC2C(=O)N(c3cccc(C)c3)C(=O)N2CCC2=CCCCC2)cc1 (configuration not stated)	-71%[inhibitor]	/	/	/	-24%	/	35µM*	?	-36%
O=C(CNC(=O)c1ccc(Cl)cc1)OC1CCOC1=O (configuration not stated)	i	-2%	i	2	0%	4%	-1%	7%	-6%
NS(=O)(=O)c1ccc(NC(=O)Nc2ccc(S(N)(=O)=O)cc2)cc1	?	-1%	i	6	-11%	0%	3%	0%	9%

4 entries picked at random from those above, as already listed:
SMILES	PTHR1 agonist	aSyn rescue	pAkt inh	D3 antag	TDP43 rescue	GLP-1R agonist	FUS suppressor	GLP-1R inv ag	Abeta yeast res
CCOc1ccc(NC(=O)CC2C(=O)N(c3cccc(C)c3)C(=O)N2CCC2=CCCCC2)cc1 (configuration not stated)	-71%[inhibitor]	/	/	/	-24%	/	35µM*	?	-36%
COc1cc(/C=C/C(=O)c2ccc(C)cc2)ccc1OCC#N	-39%[inhibitor]	0%	i	-19	20µM*	-22%	/	?	6%
C/C(=N\Nc1nccnc1Cl)c1c(F)c(F)c(F)c(F)c1F	i	-4%	i	-21	-11%	8%	-15%	0%	-30%
CCC1CCCCN1C(=O)COC(=O)c1cc(C)nc2ccccc12 (configuration not stated)	-19%	4%	i	-7	5%	2%	2%	-27%	6%

4 compounds from above, showing only TDP43 rescue, D3 antag and PTHR1 agonist.
SMILES,TDP43 rescue,D3 antag,PTHR1 agonist
CCOC(=O)c1ccc(N2CCOCC2)c(NC(=O)c2nccnc2C(=O)O)c1,-8%,-8,i
COc1cc(C(CC(=O)NCCC(C)C)N2Cc3ccccc3C2=O)cc(OC)c1OC (configuration not stated),9%,/,i
C/C(=N\Nc1nccnc1Cl)c1c(F)c(F)c(F)c(F)c1F,-11%,-21,i
COC(=O)Cn1c(CCS(=O)(=O)c2ccc(C)cc2)nc2ccccc21,-24%,-101*,i

(more compounds)
SMILES	PTHR1 agonist	aSyn rescue	pAkt inh	D3 antag	TDP43 rescue	GLP-1R agonist	FUS suppressor	GLP-1R inv ag	Abeta yeast res
Cc1cc(=O)oc2cc(NC(=O)C(C)Oc3ccccc3)ccc12 (configuration not stated)	i	9%	i	19	?	13%	1%	10%	20%
Cc1ccc(-n2nc3c(N4CCC(C(=O)N(C)Cc5ccccc5)CC4)nnc(C)c3c2C)cc1	?	/	/	/	8%	/	13%	3%	-13%
O=C(C1CCN(C2CC(=O)N(Cc3ccccc3)C2=O)CC1)N1CCCCCC1 (configuration not stated)	-9%	-16%	i	23	10%	0%	-24%	-8%	-17%[9.22 µM]
Clc1ccc(CSc2nnc(-c3cccnc3)n2Cc2ccco2)c(Cl)c1	-12%	18%	i	-3	?	5%	40%	?	-6%
CCC(=O)NC(c1ccc(C)cc1)c1cc(Cl)c2cccnc2c1O (configuration not stated)	i	/	/	/	/	3%	3%	/	10%
Cc1nc(-c2ccc(NC(=O)CC(C)C)cc2)cs1	-11%	0%	i	?	?	6%	36%	1%	-7%
CCO[C@@H]1OC(C(=O)NCc2ccccc2)=C[C@H](C2CC2)[C@H]1CCCO	-16%	0%	i	-18	-1%	2%	16%	-7%	0%
Cn1c(CNC(=O)C2CCCCC2)cc2ccccc21	i	11%	i	-22	-8%	5%	-2%	0%	?

Source: PubChem (National Center for Advancing Translational Sciences (NCATS))
